Compound activity: PubChem BioAssay, several laboratories
HTR5A inv ctr = HTR5A inverse agonism, opioid heterodimer counter-screen | P47898 | HTR5A cell line, luminescence | inhibition, % at 9.3 µM | actives 0.083% (n = 340,000) | AID 504634; in the data active means inhibition mostly above about 23%, no sharp cut-off; inactive means mostly below about 18%;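 further: 0% = cells with DMSO and 100% = no-cell wells with DMSO; some compounds called inactive have numbers as strong as hits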
Tat transport = inhibitors of E. coli Tat protein transport; AID 488895; E. coli MC4100 TorA-mCherry Tat export, fluorescence; inhibition, % at 10 µM; actives 0.036% (n = 340,000);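 active means mean replicate inhibition at least 50% and at least half of replicates individually reaching 50%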;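 further: exported cargo escapes ClpAP degradation while cytoplasmic cargo is degraded and loses fluorescence; 0% = median of neutral control wells and 100% = median of NaSCN control wells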
phage Ecoli inh = E. coli growth loss with phage present. growth absorbance. inhibition, % at 11.9 µM. actives 0.26% (n = 360,000). AID 651602; in the data active means inhibition above about 11%
MOR-DOR inv ag = mu-delta opioid heterodimer inverse agonism. actives 0.21% (n = 340,000). AID 504357. inhibition, % at 9.3 µM. cell-based MOR-DOR heterodimer luminescence; in the data active means inhibition above about 22%, passing the limit was not always enough;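 further: 0% = cells with DMSO and 100% = wells without cells with DMSO; values of inactives mirror those of a sister screen read the other way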
Target sequence (P35372 whole entry, looked up): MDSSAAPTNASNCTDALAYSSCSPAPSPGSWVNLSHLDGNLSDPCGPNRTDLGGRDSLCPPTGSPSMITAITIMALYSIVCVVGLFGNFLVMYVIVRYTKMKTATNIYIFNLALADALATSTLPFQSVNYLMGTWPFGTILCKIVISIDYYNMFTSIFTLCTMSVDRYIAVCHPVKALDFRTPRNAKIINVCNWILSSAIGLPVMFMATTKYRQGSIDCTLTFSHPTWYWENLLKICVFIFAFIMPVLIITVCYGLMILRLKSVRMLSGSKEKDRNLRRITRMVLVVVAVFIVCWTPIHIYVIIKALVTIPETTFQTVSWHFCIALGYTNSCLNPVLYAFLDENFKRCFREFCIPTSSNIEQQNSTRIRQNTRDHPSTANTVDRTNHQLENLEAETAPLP
Target sequence (P41143 whole entry, looked up): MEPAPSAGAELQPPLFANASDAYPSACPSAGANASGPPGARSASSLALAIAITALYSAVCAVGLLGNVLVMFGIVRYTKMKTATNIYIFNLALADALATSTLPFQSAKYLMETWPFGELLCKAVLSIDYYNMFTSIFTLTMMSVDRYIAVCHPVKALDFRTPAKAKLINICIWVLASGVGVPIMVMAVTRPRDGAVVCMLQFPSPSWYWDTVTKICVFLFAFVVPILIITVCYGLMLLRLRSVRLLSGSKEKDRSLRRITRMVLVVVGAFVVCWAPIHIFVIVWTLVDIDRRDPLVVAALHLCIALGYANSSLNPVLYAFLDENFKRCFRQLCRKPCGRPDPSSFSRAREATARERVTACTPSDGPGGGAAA
PfHsp90 set2 = reduces growth (ATP signal) of yeast expressing P. falciparum Hsp90. S. cerevisiae expressing PfHsp90, BacTiter-Glo ATP, 48 h; yeast lacking PDR1 and PDR3 efflux regulators. inhibition, % at 9.4 µM. actives 0.32% (n = 310,000);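 active means every replicate shows inhibition above about 80%, whatever the replicate mean, limit read from the data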;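 further: 0% = DMSO neutral controls and 100% = 20 µM radicicol positive controls; yeast relying on Plasmodium falciparum Hsp90 in place of its own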
E coli growth = reduces bacterial viability in AddAB counter-screen. E. coli V3065 growth, OD600 absorbance, 18 h. inhibition, % at 11.9 µM. actives 0.27% (n = 330,000). AID 449728;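 active means inhibition above the campaign's mean inhibition across all tested compounds plus 3 SD, cut at about 9.9% in these data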;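 further: uninfected addAB+ strain grown without phage in ampicillin broth; 0% = DMSO wells and 100% = ciprofloxacin 0.95 µg/ml wells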
AddAB inh = less growth of phage-infected E. coli with AddAB; E. coli expressing H. pylori AddAB, absorbance growth; inhibition, % at 11.9 µM; actives 0.29% (n = 330,000); in the data active means inhibition above about 12%;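 further: 0% = vehicle wells of infected cells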
SUMO Mot1 rescue = blocks SUMOylation pathway, rescuing yeast Mot1-301 growth | S. cerevisiae Mot1-301 growth rescue, ATP luminescence, 38.5C; percent above DMSO median, 100 means doubled | growth rescue, % at 18.8 µM | actives 1% (n = 320,000) | AID 2716;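 active means every valid replicate shows activation above 250% relative to neutral control wells; inactive means the rest, any valid replicate at or below 250%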;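 further: OY570 slx delta 5 strain wells were the positive control but not used for scaling; some compounds called inactive have numbers as strong as hits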
PKA-R2B activ = activators of human PKA-R2B complex; activation, % at 11.4 µM; actives 0.079% (n = 340,000); AID 504700; P22694+P31323; PKA-R2B holoenzyme dissociation, Cy5-IP20 fluorescence polarization; R2B truncated from residue 108, S112A mutant; 0% DMSO only, 100% 113 µM cGMP;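 active means activation above a cutoff set at the mean over all compounds plus 3 SD, cut at about 18% in these data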;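 further: higher means more holoenzyme dissociation and a rise in polarization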
OPRM1-OPRD1 ag = agonists of human mu-delta opioid receptor heterodimerization; P35372+P41143; cells, OPRM1-OPRD1 heterodimerization, luminescence; activation, % at 9.3 µM; actives 0.3% (n = 340,000); AID 504326; in the data active means activation above about 18%;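 further: 0% = vehicle-treated cells and 100% = reference agonist; values of inactives mirror those of a sister screen read the other way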
PKA-R1A act = activators of PKA-R1A complex; P00514+P68181; PKA-R1A dissociation, Cy5-IP20 fluorescence polarization; scaled: DMSO 0%, 113 µM cGMP 100%; activation, % at 11.4 µM; actives 0.083% (n = 340,000); AID 504707;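 active means percent activation above the mean of all tested compounds plus 3 SD, cut at about 19% in these data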;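 further: higher means more PKAc released from R1A so a rise in polarization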
Starred values were filed as active, the others as inactive; . = no result given.

SMILES	HTR5A inv ctr	Tat transport	phage Ecoli inh	MOR-DOR inv ag	PfHsp90 set2	E coli growth	AddAB inh	SUMO Mot1 rescue	PKA-R2B activ	OPRM1-OPRD1 ag	PKA-R1A act
CN(c1ccccc1)S(=O)(=O)c1cccc(C(=O)OCC(=O)Nc2ccc(C(N)=O)cc2)c1	2.8	3.7	-0.7	9.4	13.7	0.4	-0.4	11.7	-2.1	-1.8	-7.4
Cc1cccc(NC(=O)CSc2nnc([C@H](C)NC(=O)OC(C)(C)C)o2)c1C	22.9	1.0	-1.1	14.4	14.5	1.3	2.9	1.6	-1.7	-2.8	-2.9
COc1ccc(NC(=S)N(CCCN2CCC(C)CC2)Cc2cccs2)cc1	1.4	-2.7	1.0	-5.7	7.2	-0.2	0.0	-7.4	-2.0	1.1	-1.6
Cc1cccc(NC(=O)CSc2nnnn2C2CCCC2)c1	-6.4	2.6	0.4	-4.4	12.6	.	.	.	-3.1	0.6	0.8
C/C(=N\NC(=O)c1ccc(O)cc1)c1ccc(NC(=O)Cc2ccccc2)cc1	6.4	-3.8	1.3	27.1	-16.5	.	.	-2.9	-4.9	-8.3	-8.8
Cc1nonc1C1CCCN1Cc1cn[nH]c1-c1ccc2c(c1)OCO2 (stereo unspecified)	7.5	-7.2	-0.3	5.6	-2.6	0.2	1.7	13.8	-8.6	-1.2	-6.3
CCOC(=O)C1=CN(Cc2ccco2)S(=O)(=O)N(C)C1c1ccc(F)c(Cl)c1 (stereo unspecified)	-1.7	0.9	-0.4	7.9	4.0	0.4	-0.9	.	0.2	-1.5	-1.6
CC(C)OCCCn1c(SC(C)C(=O)NC2CC2)nc2ccccc2c1=O (stereo unspecified)	4.4	-3.7	2.2	-5.3	.	-1.8	-1.9	1.5	-6.0	0.8	-0.3
O=C(NC(=S)N1CCCc2ccccc21)c1ccco1	-17.5	-7.6	2.3	-1.0	-9.1	-1.8	0.4	-14.7	-3.2	0.2	0.5
Cc1ccccc1-n1c(SCC(=O)N2CCN(c3ccccn3)CC2)nnc1N1CCOCC1	10.8	-7.2	2.8	9.9	-9.6	2.8	2.5	16.1	-5.6	-2.4	-10.9
Cc1oc(-c2cccc3ccccc23)nc1CN1CCN(c2ncnc3ccccc23)CC1	-10.6	9.6	1.6	-14.0	-7.7	0.2	3.3	-17.0	-2.3	2.5	3.0
Cc1ccc(CNC(=O)c2cc3c(s2)CN(Cc2ccccc2)C3)cc1	-0.4	-11.7	0.8	-10.2	-15.2	-1.2	-2.6	-4.3	-0.7	2.0	0.4
O=C(Nc1nccs1)c1ccc(S(=O)(=O)N2CCCCC2)cc1	-13.4	-3.6	3.6	-12.5	36.4	-1.9	-0.6	-6.6	-6.1	2.4	4.5
O=C(c1cn(-c2ccccc2)nc1-c1ccncc1)N1CCCCC1	6.6	9.1	0.0	1.1	37.6	-1.8	-0.5	5.3	5.8	-0.2	0.6
O=C(COC(=O)c1ccc2c(=O)n3c(nc2c1)CCC3)NC1CCS(=O)(=O)C1 (stereo unspecified)	-13.2	-4.6	1.4	0.9	7.9	-2.6	0.3	169.6	5.4	-0.2	3.3
COc1ccc(CNC(=O)C[C@H]2C[C@H](C(=O)N3CCOCC3)[C@@]3(CCC4CCCC4)c4[nH]c5cc(-c6ccco6)ccc5c4CCN3C2=O)cc1OC	-9.3	-6.3	1.8	12.9	14.6	-2.3	-0.1	.	6.7	-2.6	1.4
COc1ccc(CCNS(=O)(=O)CCNC(=O)c2ccc3c(c2)OCO3)cc1	-29.9	3.3	-1.9	4.5	.	-0.7	-1.2	-3.9	5.0	-0.7	-8.6
O=C(c1ccccc1)c1c[nH]cc1-c1ccccc1	12.5	-2.6	4.2	2.1	-27.5	1.2	0.3	9.9	2.2	-0.4	-5.2
Cc1ccc(S(=O)(=O)NCCc2cc3ccc(C)c(C)c3[nH]c2=O)cc1	-22.6	3.7	2.3	1.2	1.6	0.2	0.8	11.8	-1.7	-0.2	-3.6
COc1ccc(C(=O)Nc2nc(C)c(C(=O)N(C)C)s2)cc1OC	-8.2	-2.5	2.0	7.7	4.2	-0.2	-1.1	3.9	-0.6	-1.4	-5.7
COc1cccc(NC(=O)C2CCCO2)c1 (stereo unspecified)	1.9	-5.9	0.6	2.0	12.2	-5.4	-0.1	-16.9	-10.2	-0.4	-4.5
O=C(CSc1nnc2ccc(-c3ccccc3)nn12)NCC1CCCO1 (stereo unspecified)	-13.2	-0.2	1.4	5.6	-6.4	-0.1	-0.2	0.1	5.8	-1.1	-2.2
COC(=O)c1cc(C(=O)CC(C)C)c[nH]1	3.7	5.4	4.4	9.0	-4.9	-0.8	-0.4	-2.4	-3.4	-1.6	-13.9
CC1Cc2c([nH]c3ccccc23)C(=O)N1 (stereo unspecified)	11.0	-10.2	4.6	9.5	0.4	-0.2	5.3	-17.3	-3.2	-1.9	4.0
COc1ccc(OCCSc2nnc3sc4ccccc4n23)cc1	-0.3	-2.5	2.5	2.8	-3.8	-1.1	1.3	-1.7	-7.7	-0.5	0.6
CCOC(=O)Cc1[nH]nc2c1C(C1C=CCCC1)C(C#N)=C(N)O2 (stereo unspecified)	10.3	6.0	1.4	13.4	30.6	-1.8	2.4	1.4	-2.9	-3.0	3.2
COc1ccc(C(=O)NCCC2=CCCCC2)cc1OC1CCN(C(C)C)CC1	1.0	1.6	2.1	14.0	-15.2	1.8	1.3	5.3	1.4	-2.6	5.7
O=C(CSc1nnc(COc2cccc3cccnc23)o1)N1CCN(C(=O)c2ccco2)CC1	-6.2	1.5	3.7	8.4	-25.4	-3.0	1.3	33.5	-5.4	-2.0	-3.9
C=C(C)c1cccc(C(C)(C)NC(=O)NNC(=O)c2ccccc2O)c1	12.4	-0.3	3.2	-12.6	-54.8	2.1	8.5	-0.7	2.7	1.7	-4.4
COC(=O)c1c(NC(=O)c2ccco2)sc2c1CC(C)(C)NC2(C)C	-1.9	-4.2	2.3	-0.9	-16.4	1.9	-0.6	-22.0	9.0	0.2	-2.3
COc1ccc(-c2nc(NC(=O)CSc3nnc(C)s3)ns2)cc1	4.2	-15.5	.	8.6	.	2.5	0.5	1.8	-9.8	-1.7	-10.9
O=C1CC(c2cccc(F)c2)C2=C(CCCC2=O)N1 (stereo unspecified)	-4.0	-6.0	3.2	11.4	16.8	1.4	1.3	-9.2	-6.2	-2.7	4.1
C=CC(=O)Nc1cccc(Nc2nc(N[C@H]3CC[C@H](N(C)C)CC3)nc3c2ncn3C(C)C)c1	6.8	3.5	.	-195.6	-14.4	.	.	.	5.7	35.8*	4.5
CN=C1S/C(=C\c2ccc(N3CCOCC3)cc2C)C(=O)N1C	12.4	-4.2	2.1	-11.7	-35.8	1.4	2.3	-1.0	-4.5	2.4	-0.8
O=C(COC(=O)C1CC(O)CN1S(=O)(=O)c1ccc(Cl)cc1)c1ccccc1 (stereo unspecified)	-21.7	-7.4	3.7	14.3	7.9	-1.3	-0.3	53.4	6.7	-2.7	2.3
Cc1ccc(N(CC(=O)NC(C)(C)C)C(=O)CNC(=O)c2cccs2)cc1	-12.1	11.6	5.3	12.6	-22.6	4.2	4.5	449.6	1.1	-2.5	-7.1
CC(Oc1ccc(-c2nnco2)cc1)C(=O)N1CCOCC1 (stereo unspecified)	-13.4	2.9	2.7	-2.7	1.8	-1.1	-0.8	21.8	4.2	0.4	0.8
COc1ccc(N2CCN(CC(O)COc3ccc4c(c3)CCC4)CC2)cc1 (stereo unspecified)	1.0	-1.3	2.3	-17.2	1.5	-0.7	-0.8	24.7	0.4	3.5	7.1
CCOC(=O)Cn1c(=N)n(CCOc2cccc(C)c2)c2ccccc21	3.3	-5.7	4.3	-0.2	5.1	-0.6	-0.2	-16.7	2.9	0.0	-4.5
Cc1ccc(NS(=O)(=O)c2ccc(NC(=O)C3CC3)cc2)cc1C	5.3	-3.6	0.1	3.3	-34.5	.	.	.	-6.8	-0.6	-7.3
CC(=O)N1CCN(S(=O)(=O)c2cccc(C(=O)OCC(=O)N(CCC#N)c3ccc(F)cc3)c2)CC1	10.1	-1.1	0.1	18.5	-4.4	0.9	1.3	9.6	-5.5	-3.5	-12.8
CCOc1ccc(S(=O)(=O)NNS(=O)(=O)c2ccc(C)cc2C)cc1	-2.0	6.1	2.4	6.5	9.3	-1.3	0.2	-4.2	-8.9	-1.2	-13.2
CCCOc1ccc(C(=O)c2nc3c(n2O)CCCCC3)cc1	-18.3	-5.1	1.5	2.2	-26.1	1.0	-1.6	-13.0	1.4	-0.5	3.3
O=C(CN1C(=O)COc2ccc(Cl)cc21)N1CCCCC1	10.7	-4.2	2.0	8.7	-9.8	1.8	0.6	14.7	3.3	-1.7	5.8
NC(=O)c1ccc(NC(=O)c2ccc3c(c2)CCN3S(=O)(=O)c2ccccc2)cc1	-30.4	5.3	-0.5	2.8	-4.2	-2.9	2.7	15.6	-4.6	-0.5	-11.3
N#C/C(=C\c1cn(CC(=O)N2CCCC2)c2ccccc12)C(=O)NCc1ccc2c(c1)OCO2	2.6	6.1	1.3	0.6	-25.8	-2.4	-0.2	4.9	0.1	-0.1	3.8
Cc1cccc(N2CCN(CC(=O)Nc3ccccc3[N+](=O)[O-])CC2)c1C	-0.6	-3.0	-0.4	-7.6	-39.0	-2.0	6.0	-34.8	0.5	1.4	-5.7
O=C(O)c1ccc(NC(=S)NCc2ccccc2)cc1	-6.0	-7.9	1.2	3.0	-6.1	0.3	2.8	-8.1	-6.9	-0.6	-12.1
Cc1ccc(-c2cc(-c3ccccc3[N+](=O)[O-])[nH]n2)c(O)c1	-0.8	10.3	2.1	-13.4	-8.8	0.3	4.5	-11.0	-3.3	2.6	-15.5
CCN(CC(=O)NCc1ccc(F)cc1)C(=O)C1CC1C (stereo unspecified)	-13.5	-1.8	1.2	7.1	-8.9	0.6	4.2	132.0	-0.6	-1.1	-2.9
COC(=O)c1sc(-c2ccc(Cl)cc2)cc1NC(=O)c1ccccc1C(=O)O	-14.7	9.0	4.1	6.9	-7.0	-0.3	-0.4	-3.7	-11.1	-1.4	-1.2
O=c1c2c(-c3ccc(Cl)cc3)csc2ncn1/N=C/c1cccc([N+](=O)[O-])c1O	2.6	-0.5	8.0	16.3	-12.6	-0.2	2.1	0.9	-15.2	-3.2	-17.7

Entries of single compounds, quoted from the list:
Cc1cccc(N2CCN(CC(=O)Nc3ccccc3[N+](=O)[O-])CC2)c1C reads HTR5A inv ctr: -0.6; Tat transport: -3.0; phage Ecoli inh: -0.4; MOR-DOR inv ag: -7.6; PfHsp90 set2: -39.0; E coli growth: -2.0; AddAB inh: 6.0; SUMO Mot1 rescue: -34.8; PKA-R2B activ: 0.5; OPRM1-OPRD1 ag: 1.4; PKA-R1A act: -5.7
O=c1c2c(-c3ccc(Cl)cc3)csc2ncn1/N=C/c1cccc([N+](=O)[O-])c1O reads HTR5A inv ctr: 2.6; Tat transport: -0.5; phage Ecoli inh: 8.0; MOR-DOR inv ag: 16.3; PfHsp90 set2: -12.6; E coli growth: -0.2; AddAB inh: 2.1; SUMO Mot1 rescue: 0.9; PKA-R2B activ: -15.2; OPRM1-OPRD1 ag: -3.2; PKA-R1A act: -17.7
